Source: PubChem
FAS-TE inh: FAS thioesterase (human) inhibition; P49327; recombinant FAS-TE, OMFH fluorogenic substrate, fluorescence endpoint; inhibition, % at 15 µM; actives 0.67% (n = 360,000);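 active = compounds whose normalised, plate-corrected inhibition of enzyme fluorescence in the single-dose primary screen is 50% or more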;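 also: 0% = DMSO with enzyme and 100% = substrate without enzyme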
PABP1 MLLE inh: inhibitors of microRNA-mediated deadenylation, human PABP1 MLLE binding. P11940. GST-MLLE / FITC-PAM2 fluorescence polarization. inhibition, % at 20 µM. actives 0.36% (n = 360,000); in the data active = inhibition above about 35%, passing the limit was not always enough;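 also: plate controls were DMSO wells with GST-MLLE for no effect and wells lacking GST-MLLE protein for full effect; some results filed as inactive read as strong as hits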
Rpn11 inh: inhibitors of human proteasome Rpn11 | O00487 | actives 0.59% (n = 360,000) | calls only at 20 µM | human 26S proteasome, Ub4-pepOG fluorescence polarization; 20S core pre-blocked with epoxomicin | AID 588493;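 active = inhibition at 20 µM, scaled to each plate's controls, above about 33%, limit read from the data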
Target sequence (O00487 whole entry, looked up): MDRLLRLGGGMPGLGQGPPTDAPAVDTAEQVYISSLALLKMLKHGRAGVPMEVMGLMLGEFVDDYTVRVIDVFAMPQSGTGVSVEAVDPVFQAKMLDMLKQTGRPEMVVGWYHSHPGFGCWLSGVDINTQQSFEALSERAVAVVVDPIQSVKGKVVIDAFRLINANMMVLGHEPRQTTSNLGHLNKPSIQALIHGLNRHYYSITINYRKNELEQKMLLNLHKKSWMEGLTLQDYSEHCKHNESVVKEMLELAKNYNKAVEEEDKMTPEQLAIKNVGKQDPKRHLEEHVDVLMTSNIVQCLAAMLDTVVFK
SKN-1 inh: inhibitors of C. elegans SKN-1; C. elegans VP596 Pgst-4::GFP/RFP ratio, acrylamide-induced, 24 h; inhibition, % at 21.8 µM; actives 0.49% (n = 360,000);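 active = interference check ratio from 0.5 to 1.5 plus GFP to RFP signal ratio inhibition reaching or exceeding a fixed threshold, cut at about 30% in these data, passing the limit was not always enough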; also: some compounds called inactive have numbers as strong as hits
CSN deneddyl inh: inhibitors of human CSN-mediated cullin deneddylation. Q92905. actives 0.38% (n = 360,000). Purified CSN, SCF-Nedd8-OG deneddylation, fluorescence polarization. inhibition, % at 12.5 µM;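 active = pattern-corrected inhibition above about 35%, with an unprinted fluorescence ratio check between 0.5 and 1.5, limit read from the data, passing the limit was not always enough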;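 also: 0% = enzyme with substrate and 100% = substrate without enzyme; some results filed as inactive read as strong as hits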
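Detection – fluorescence polarization · System – HEK293T-derived human Csn5 enzyme · Controls – substrate-only high control, full reaction low control · Timing – 90 min, room temperature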
MT1-MMP act inh: inhibitors of human MT1-MMP activation; P50281; HT1080 RFP-PRO-GFP cells, GFP/RFP ratio fluorescence, overnight; percent of plate control window, DMSO zero; GFP/RFP ratio change, % at 20 µM; actives 0.061% (n = 360,000); AID 651647;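 active = GFP/RFP ratio change of at least 30% with cell ATP level not reduced by more than half and red fluorescence within 50% of control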; also: strong numbers were not always called active
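Assay system: HT1080 cells carrying an RFP-PRO-GFP reporter | Dosing: Single dose of 20 µM compound, 1% DMSO final | Incubation: Cells overnight before dosing, compound overnight, 37 °C, 5% CO2 | Evaluation: GFP/RFP fluorescence ratio | Control set: DMSO and RFP-L50D-GFP cell wells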
Neddylation inh: blocks human cullin neddylation | P61081+Q13564 | TR-FRET cullin neddylation, biochemical | calls only at 25 µM | actives 0.58% (n = 360,000) | AID 651699; in the data active = inhibition above about 36%
Target sequence (P61081 whole entry, looked up): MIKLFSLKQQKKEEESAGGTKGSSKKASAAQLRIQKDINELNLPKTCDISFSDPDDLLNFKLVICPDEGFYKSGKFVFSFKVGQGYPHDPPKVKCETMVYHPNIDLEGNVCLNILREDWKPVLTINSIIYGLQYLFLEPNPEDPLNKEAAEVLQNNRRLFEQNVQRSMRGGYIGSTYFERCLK
Target sequence (Q13564 whole entry, looked up): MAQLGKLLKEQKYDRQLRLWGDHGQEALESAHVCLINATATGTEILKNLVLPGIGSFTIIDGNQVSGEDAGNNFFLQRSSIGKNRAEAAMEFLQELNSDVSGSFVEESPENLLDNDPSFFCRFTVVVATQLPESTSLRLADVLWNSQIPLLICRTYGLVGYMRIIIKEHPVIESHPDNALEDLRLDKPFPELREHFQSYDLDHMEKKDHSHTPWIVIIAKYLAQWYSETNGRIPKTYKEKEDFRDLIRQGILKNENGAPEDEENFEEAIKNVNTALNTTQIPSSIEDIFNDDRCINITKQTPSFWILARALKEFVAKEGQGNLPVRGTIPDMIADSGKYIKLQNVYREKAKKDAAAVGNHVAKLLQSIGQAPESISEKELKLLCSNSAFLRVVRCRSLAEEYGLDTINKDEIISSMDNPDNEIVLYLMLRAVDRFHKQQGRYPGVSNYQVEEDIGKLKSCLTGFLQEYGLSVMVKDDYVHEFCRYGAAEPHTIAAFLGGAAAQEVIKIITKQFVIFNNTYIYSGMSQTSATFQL
NadD block: inhibitors of Staphylococcus aureus NadD | purified NadD enzyme, colorimetric absorbance read-out | inhibition, % at 20 µM | actives 0.78% (n = 360,000); in the data active = inhibition above about 26%; also: some compounds past the cut are filed as inactive
Rin1-Abl PPI inh: human Rin1-Abl interaction inhibition; actives 0.4% (n = 360,000); inhibition, % at 7.35 µM; TR-FRET Rin1/Abl binding, biochemical; P00519+Q13671; in the data active = inhibition above about 5%, passing the limit was not always enough
* hit, by the source's call; i = inactive; / = no result given; + = active, no number.

Screens in order – MT1-MMP act inh	Rin1-Abl PPI inh	CSN deneddyl inh	PABP1 MLLE inh	Rpn11 inh	SKN-1 inh	Neddylation inh	NadD block	FAS-TE inh
(1) Cc1ccc(C)n1C1CCS(=O)(=O)C1 (centres undefined)
    -2	0	1	5	i	-14	i	1	-7
(2) CCCCn1c(=O)[nH]c(=O)c2c1nc(CN1C(=O)c3ccccc3S1(=O)=O)n2CCC
    -6	0	0	-32	i	13	i	5	-1
(3) CCn1c(O)c(/C=N/N=C2CCCC2)c2ccc(C3=NNC(=O)CC3)cc21
    -8	-1	8	-57	+	-10	i	-1	-2
(4) O=C(NCc1ccc(F)cc1)c1cc(C(=O)C2CC2)c[nH]1
    6	4	1	-2	i	7	i	-2	-5
(5) COCc1cc(=O)n2[nH]c(SCc3ccccc3)nc2n1
    1	0	5	-1	i	-8	i	0	-3
(6) CCc1ccccc1NNC(=O)c1cc(C)on1
    0	1	-4	18	i	-3	i	4	-6
(7) COc1ccc2c(c1)c(C(=O)N/N=C/c1ccc(Br)cc1)c(C)n2C
    -8	-1	3	9	i	9	i	4	14
(8) CC(=O)Oc1ccccc1Cn1c(C)c(C(=O)NCc2ccccc2C(F)(F)F)sc1=O
    6	2	1	-10	i	-10	i	-1	9
(9) O=C(CSc1ccc2ccccc2c1)Nn1cnnc1
    1	-1	0	-3	i	15	i	-2	-5
(10) NNC(=O)c1cc2sccc2s1
    -3	-1	3	9	i	-9	i	-3	-1
(11) COc1ccccc1CNCCS(=O)(=O)NN1CCOCC1
    5	-3	-5	20	i	-2	i	2	-10
(12) CCOC(=O)CCc1c(C)nc(SCC(=O)O)c(C#N)c1C
    2	-1	-2	17	i	-1	i	3	-7
(13) C=CCn1c(SCC(N)=O)nnc1-c1ccccc1O
    1	2	5	-2	i	-29	i	-4	-14
(14) Cc1ccc2c(c1)c1c(n2CC(O)CN2C(=O)CNC2=O)C(=O)CCC1 (centres undefined)
    1	-2	1	35	i	15	/	2	-1
(15) O=C(N/N=C\c1cn(-c2ccccc2)nc1-c1ccccc1)c1ccc(Br)o1
    -5	1	7	-8	i	-17	i	11	20
(16) C=C(C)Cn1c(SCC(=O)N/N=C/c2c(O)ccc3ccccc23)nc2ccccc2c1=O
    -11	0	-2	0	i	1	i	35*	36
(17) O=C(OCc1ccccc1)c1cccnc1Cl
    1	3	-8	18	i	5	i	-1	-2
(18) O=C(N/N=C/c1ccccn1)c1ccccc1
    4	-2	-3	4	i	1	i	1	-8
(19) Fc1ccc(N=C2NN=C(c3cc(F)ccc3F)CS2)cc1
    -20	0	-6	-26	i	5	i	10	-96
(20) Cc1ccc(C(=O)N2CCCC(Nc3ccc(F)c(F)c3)C2)cn1 (centres undefined)
    2	1	-5	-1	i	6	i	-4	-5
(21) O=c1c2ccccc2nc2n1C1(CCCCC1)Cc1ccccc1-2
    3	2	2	-6	i	14	i	-1	30
(22) CCC(Sc1nc2ncccc2[nH]1)C(=O)NCCc1ccccc1 (centres undefined)
    0	0	-2	-22	i	5	i	-4	-5
(23) Cc1ccc2nc(NC(=S)NC(=O)c3ccc(OC(C)C)cc3)sc2c1
    2	-1	1	27	i	-6	i	-3	4
(24) O=S(=O)(Nc1cccc(S(=O)(=O)N2CCCC2)c1)c1ccc(Cl)s1
    -1	6	-3	-17	i	-22	i	-10	8
(25) CC(=O)Nc1ccc(NC(=O)Nc2ccc(C)cc2C)cc1
    1	0	-3	-11	i	9	i	-1	-3
(26) COc1ccc(CN2CCC(C)(Oc3ccc4c(c3)OCO4)C2)c2ccccc12 (centres undefined)
    0	-2	-4	-3	i	3	i	-5	20
(27) Cc1ccc(CNC(=O)c2cnc3ccccc3n2)cc1
    -4	3	0	-5	i	12	i	-2	5
(28) Cc1c(Cl)cccc1NC(=O)CNC(=O)c1ccco1
    1	0	-2	11	i	12	i	-6	-3
(29) CC(Cc1ccc(Cl)cc1)N1CCC(n2nccc2NC(=O)C2CCCC2)CC1 (centres undefined)
    -6	-1	3	2	i	10	i	-8	-4
(30) CC(C)CCCN1CCN=C1Nc1ccccc1
    -1	0	-1	-9	i	11	i	-2	-10

Compounds from the list above that have fluorine (four):
Screens in order – MT1-MMP act inh	Rin1-Abl PPI inh	CSN deneddyl inh	PABP1 MLLE inh	Rpn11 inh	SKN-1 inh	Neddylation inh	NadD block	FAS-TE inh
(4) O=C(NCc1ccc(F)cc1)c1cc(C(=O)C2CC2)c[nH]1
    6	4	1	-2	i	7	i	-2	-5
(8) CC(=O)Oc1ccccc1Cn1c(C)c(C(=O)NCc2ccccc2C(F)(F)F)sc1=O
    6	2	1	-10	i	-10	i	-1	9
(19) Fc1ccc(N=C2NN=C(c3cc(F)ccc3F)CS2)cc1
    -20	0	-6	-26	i	5	i	10	-96
(20) Cc1ccc(C(=O)N2CCCC(Nc3ccc(F)c(F)c3)C2)cn1 (centres undefined)
    2	1	-5	-1	i	6	i	-4	-5

Next results follow:
Screens in order – MT1-MMP act inh	Rin1-Abl PPI inh	CSN deneddyl inh	PABP1 MLLE inh	Rpn11 inh	SKN-1 inh	Neddylation inh	NadD block	FAS-TE inh
(31) CN(C)c1ccc(N=Nc2nc3ccccc3n2C)cc1
    20	-20	1	-16	i	62*	i	2	18
(32) Cn1ccnc1SCC(=O)Nc1ccc2c(c1)OCO2
    -1	-1	6	29	i	12	i	-10	-7
(33) COCc1cc(C)nc(SCC(=O)Nc2cccc(C)c2C)c1C#N
    3	-3	3	-4	i	11	i	-2	-11
(34) COc1cc(C2C(C(=O)c3ccc(C)o3)=C(O)C(=O)N2c2cc(C)on2)ccc1OCc1ccccc1 (centres undefined)
    0	2	-1	-6	i	28	i	13	5
(35) Cc1cc(C)c(S(=O)(=O)N2CCCOC2CNC(=O)C(=O)NCc2ccncc2)c(C)c1 (centres undefined)
    4	2	-6	2	i	5	i	2	-8
(36) Cc1ccc2[nH]c(C(=O)N/N=C/c3ccccc3O)c(C)c2c1
    -13	-2	0	5	i	-10	i	2	6
(37) O=C(COc1ccccc1)NCC1COc2ccccc2O1 (centres undefined)
    1	-4	1	0	i	10	i	-4	0
(38) Cc1nn(CC(=O)Nc2ccccn2)c(C)c1Br
    0	-3	-3	12	i	-5	i	3	-8
(39) Cc1ccc(S(=O)(=O)N2CCn3cccc3C2C)cc1 (centres undefined)
    4	5	0	16	i	-12	i	-1	-7
(40) CCCC1(C)C(C#N)C(=O)NC(=O)C1C#N (centres undefined)
    1	3	2	7	i	-6	i	2	-3
(41) CCSc1ncc(C#N)c(=O)[nH]1
    2	1	1	-12	i	23	i	4	-8
(42) CC(=O)c1c(C(C)=O)c(C)n(NC(=O)c2ccc(Cl)cc2)c1C
    5	2	1	-6	i	-5	i	5	-5
(43) Cc1ccc(C(=O)N/C(=C/c2ccco2)C(=O)NCCc2c[nH]c3ccccc23)cc1
    -2	2	-3	-4	i	8	i	1	-1
(44) COc1ccccc1C(=O)Nc1cc(Cl)ccc1O
    -8	-1	5	-21	i	-24	i	-4	-2
(45) CC(C)(C)C(=O)/C=c1\s/c(=C\c2ccc(-c3ccc([N+](=O)[O-])cc3)o2)c(=O)n1CC(=O)NC(N)=O
    -119	1	-104	i	/	1	i	15	-86
(46) CCn1c(SCC(=O)c2c[nH]c3ccccc23)nnc1-c1cccs1
    -17	-2	15	-42	+	-11	i	-2	-7
(47) NC(c1ccccc1)c1csc(Nc2ccc(C(=O)c3ccccc3)cc2)n1 (centres undefined)
    -4	-3	-4	-71	i	12	/	14	-14
(48) Cc1ccc2c(c1)C1CN(C)CCC1N2C(=O)c1ccc(Cl)c(S(=O)(=O)N2CCOCC2)c1 (centres undefined)
    -7	2	3	15	i	9	i	7	-2
(49) COc1cc2cc(CN(Cc3nnnn3Cc3ccccc3)CC3CCCO3)c(=O)[nH]c2cc1OC (centres undefined)
    1	-3	-5	17	i	7	/	-4	0
(50) CCCCC(=O)Nc1nnc(SCC(=O)NC2CCCC2)s1
    -1	-3	2	6	i	-10	i	10	-6
(51) CCOC(=O)CSC1=C(C#N)C(c2ccc(Cl)cc2)CC(=O)N1 (centres undefined)
    -2	-4	7	-15	i	12	i	1	-3
(52) CCc1noc(C)c1C(=O)OCC(=O)c1ccccc1OC
    5	2	5	-2	i	6	i	-1	9
(53) O=c1c(N=Nc2ccccc2)c[nH]n1-c1ccccc1
    7	-5	4	-8	i	22	i	-3	4
(54) Cc1ccc(CC(=O)Nc2nc3ccccc3s2)cc1
    -11	-2	-1	5	i	11	i	-4	2
(55) Cc1cccn2c(=O)c3cc(C(=O)NCC4CCCO4)c(=N)n(CCN4CCOCC4)c3nc12 (centres undefined)
    -1	-3	2	1	i	-9	/	-2	-16
(56) CC(=O)c1ccc(OCc2c(-c3ccccc3)nnn2CC(=O)NS(=O)(=O)c2ccccc2C)cc1
    2	-1	1	13	i	10	i	2	-4
(57) COC(=O)[C@H](Cc1ccccc1)NS(=O)(=O)c1ccc(F)cc1Br
    -1	0	1	-7	i	-7	i	1	2
(58) CN(C)S(=O)(=O)N1CCC(Oc2cccc(C(=O)N3CCCCCC3)c2)CC1
    1	-1	6	-13	i	0	i	3	-1
(59) Cc1cc(C)n(-c2ccc(Cl)c(C(=O)O)c2)n1
    0	3	5	1	i	5	i	6	-6
(60) COc1ccc(C(=O)OCC(=O)NC(C)CCc2ccccc2)cc1 (centres undefined)
    -3	0	2	-11	i	6	i	-6	-1
(61) COc1ccc(NC(=O)CN(C)C(=O)c2ccc(COc3ccccc3)o2)cc1
    0	0	-5	4	i	-11	i	-7	0
(62) CCOC(=O)c1sc(-c2cccs2)nc1C
    -3	0	-7	-1	i	31	+	-1	8
(63) CCn1c(SCC(=O)NCc2ccco2)nc2c1c(=O)n(C)c(=O)n2C
    -4	-2	1	2	i	-6	i	9	-7
(64) CC(CC(=O)N1CCN(c2ccccc2F)CC1)c1ccccc1 (centres undefined)
    1	-1	-1	4	i	-10	i	-2	-10
(65) COC(=O)c1cc(S(=O)(=O)NCC2CCN(Cc3ccc(C)cc3)CC2)c[nH]1
    -1	0	4	-2	i	29	i	-1	0
(66) CSc1nc(N)nc2c1ncn2CC(=O)NCC1CCCO1 (centres undefined)
    0	-1	1	1	i	15	i	-2	-5
(67) Cc1cc(N)n(Cc2cccs2)n1
    -3	0	-8	20	i	-2	i	-2	-4
(68) Cc1cnccc1CNC(=O)CC1C(=O)NCCN1CC(C)(C)C (centres undefined)
    -5	2	-1	21	i	20	i	-4	-4
(69) N#CC(=C1SC=CS1)c1nc(-c2ccccc2)cs1
    -7	-1	-1	-3	i	11	i	-2	24
(70) CC(C)(C)OC(=O)C[C@@H]1C/C=C\C[C@H](CC(=O)N(CCO)Cc2ccccc2)C(=O)NC[C@@H](c2ccccc2)OC1=O
    1	-1	1	-10	i	18	i	1	-10
(71) C=C1CCN([C@H](C(=O)OCc2ccc(C)cc2)C(C)C)S(=O)(=O)c2ccccc21
    -4	0	100	-12	i	-10	i	2	23
(72) COc1cc(CNC(=O)C2CC2)ccc1OCc1ccccc1
    -3	1	2	-8	i	2	i	-5	-5
(73) CC(C)(C)c1ccc(C(=O)NN2CCOCC2)cc1
    -3	-1	-4	0	i	25	i	3	-10
(74) Cc1ccccc1-c1nnc(CN2CCC(C)CC2)o1
    2	0	-3	-1	i	20	i	-1	-5
(75) COc1ccc(C(=O)N2N=C(c3cccc(NS(C)(=O)=O)c3)CC2c2cccs2)cc1 (centres undefined)
    3	3	3	-7	i	4	i	-1	6
(76) CN(C)c1ccc(/C=C2\Oc3ccc(C#Cc4cccc(N)c4)cc3C2=O)cc1
    -94	1	80	-68	/	54	/	17	-117
(77) Cc1ccc(N2C(=O)c3ccccc3C2Nc2ccccc2F)nc1 (centres undefined)
    1	-4	-1	3	i	13	i	0	20

Not a hit list. About 3.9% of those tested had a hit in this group.
